WRN helicase inh – qHTS for Inhibitors of WRN Helicase; 360,000 tested, 0.46% active; Potency, µM (titrated, usually from 114 µM), for inactives: top-dose activity change, negative = inhibition, most hits filed as inhibitors; WRN helicase unwinding, fluorescent forked duplex, kinetic; AID 651768, 2012; also: potency is read from the fitted curve at half-maximal effect; % is scaled to controls: 0 for no effect and ±100 for the full control effect; nearly all actives have a fitted effect of over 55% in size
Target sequence (Q14191 whole entry, looked up): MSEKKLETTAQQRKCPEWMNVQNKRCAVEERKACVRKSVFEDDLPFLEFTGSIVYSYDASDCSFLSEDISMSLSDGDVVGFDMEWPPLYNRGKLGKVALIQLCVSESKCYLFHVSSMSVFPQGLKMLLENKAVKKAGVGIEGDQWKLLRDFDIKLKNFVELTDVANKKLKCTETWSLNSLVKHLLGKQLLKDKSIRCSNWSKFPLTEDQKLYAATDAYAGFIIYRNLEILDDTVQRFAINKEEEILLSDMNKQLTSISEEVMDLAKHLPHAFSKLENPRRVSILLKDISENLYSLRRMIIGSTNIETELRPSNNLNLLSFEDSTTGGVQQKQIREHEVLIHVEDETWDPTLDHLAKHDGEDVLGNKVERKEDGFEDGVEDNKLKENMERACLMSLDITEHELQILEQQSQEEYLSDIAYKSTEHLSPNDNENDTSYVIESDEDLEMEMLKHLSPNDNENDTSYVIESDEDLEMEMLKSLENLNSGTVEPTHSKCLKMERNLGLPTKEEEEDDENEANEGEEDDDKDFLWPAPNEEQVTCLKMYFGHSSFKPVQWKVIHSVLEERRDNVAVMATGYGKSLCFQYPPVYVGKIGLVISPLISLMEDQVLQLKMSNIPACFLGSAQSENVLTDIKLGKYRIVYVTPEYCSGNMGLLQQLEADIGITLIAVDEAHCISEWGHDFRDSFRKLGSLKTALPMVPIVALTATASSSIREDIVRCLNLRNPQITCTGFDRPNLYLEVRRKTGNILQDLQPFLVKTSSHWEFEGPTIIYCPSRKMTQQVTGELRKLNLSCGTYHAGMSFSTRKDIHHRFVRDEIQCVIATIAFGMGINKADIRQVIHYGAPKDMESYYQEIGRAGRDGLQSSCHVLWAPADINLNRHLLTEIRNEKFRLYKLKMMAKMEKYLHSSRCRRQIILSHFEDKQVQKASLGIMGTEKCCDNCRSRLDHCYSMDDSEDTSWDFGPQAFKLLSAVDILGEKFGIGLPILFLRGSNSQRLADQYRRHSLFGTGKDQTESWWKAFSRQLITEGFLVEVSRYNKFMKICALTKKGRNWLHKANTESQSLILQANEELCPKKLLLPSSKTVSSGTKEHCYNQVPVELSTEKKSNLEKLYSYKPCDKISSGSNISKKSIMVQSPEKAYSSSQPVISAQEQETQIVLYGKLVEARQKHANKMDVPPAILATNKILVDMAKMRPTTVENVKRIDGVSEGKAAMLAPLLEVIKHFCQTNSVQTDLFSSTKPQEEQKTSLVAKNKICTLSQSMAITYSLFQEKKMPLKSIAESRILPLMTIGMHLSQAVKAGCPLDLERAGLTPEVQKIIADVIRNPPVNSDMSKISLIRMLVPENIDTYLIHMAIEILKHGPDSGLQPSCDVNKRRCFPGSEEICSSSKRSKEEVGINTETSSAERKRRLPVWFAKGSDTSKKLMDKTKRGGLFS
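Kinetic fluorescence helicase assay: unwinding of a quenched forked DNA duplex (100 nM final) with 2 mM ATP final raises red fluorescence (525/598 nm). Compounds sat 15 min at room temperature with 20 nM WRN beforehand.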
MCF10A rereplic – A quantitative high throughput screen for small molecules that induce DNA re-replication in MCF 10a normal breast cells | Potency, µM (highest dose often 46.1 µM), for the others: top-dose activity, positive = re-replication, most hits filed as activators | 350,000 tested, 2.9% active | MCF 10A DNA re-replication, Hoechst nuclear intensity, 48 h; also: potency is read from the fitted curve at half-maximal effect; % of control where 0% means no effect; nearly all actives have a fitted effect of over 50% in size
HT1080NT lethal – qHTS for induction of synthetic lethality in tumor cells producing 2HG: qHTS for the HT-1080-NT fibrosarcoma cell line. 360,000 tested, 1.6% active. Potency, µM (highest dose often 46.1 µM), for inactives: top-dose activity, negative = less viability, actives largely listed as cytotoxic. HT-1080-NT fibrosarcoma viability, CellTiter-Glo ATP luminescence, 48 h;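 also: NT is the 2HG producing partner of a matched IDH1 knockdown line; potency is read from the fitted curve at half-maximal effect; 0% = DMSO-treated cells and -100% = media-only wells without cells; nearly all actives have a fitted effect of over 55% in size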
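Fibrosarcoma NT cells, 750 per well in 5% FBS RPMI, were exposed to compound for 48 hours. Viability: CellTiter-Glo luminescence.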
SW480 rerep – A quantitative high throughput screen for small molecules that induce DNA re-replication in SW480 colon adenocarcinoma cells | SW480 DNA re-replication, Hoechst DNA content imaging, 48 h | 340,000 tested, 1.8% active | AID 624297, 2012 | Potency, µM (highest dose often 46.1 µM), inactives show top-dose re-replication activation, usual class: activators; also: potency is read from the fitted curve at half-maximal effect; % of control where 0% means no effect; nearly all actives have a fitted effect of over 55% in size
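250 cells/well; 23 nL cpd via pin tool; 48 hr, 37 C, 5% CO2; Hoechst 40 min; imager read of total nuclear intensity, ex 405/em 500-530 nm.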
KB-3-1 tox – qHTS assay for MDR1-selective chemotherapeutics: Primary screen using the parental adenocarcinoma cell KB-3-1 | Potency, µM (highest dose often 46.1 µM), inactives show at the top dose activity change, negative = cytotoxic, actives largely listed as cytotoxic | 400,000 tested, 1.4% active | KB-3-1 viability, CellTiter-Glo ATP luminescence, 72 h; also: potency is read from the fitted curve at half-maximal effect; % is scaled to controls: 0 for no effect and ±100 for the full control effect; nearly all actives have a fitted effect of over 60% in size
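Viability of parental KB-3-1 cells, measured by CellTiter-Glo luminescence, followed a 72 h incubation at 37 °C with pinned compounds in phenol-red-free DMEM containing 10% FBS.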
IL-1B inflam inh – qHTS for Inhibitors of Inflammasome Signaling: IL-1-beta AlphaLISA Primary Screen; THP-1 LPS/ATP IL-1B secretion, AlphaLISA, 16 h; hits give low values; activity change, % at 57.5 µM; 360,000 tested, 4.7% active; AID 743279, 2014; in the data active = activity change below about -50%; inconclusive = mostly about -30% to -49%; also: % is scaled to controls: 0 for no effect and ±100 for the full control effect
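Secreted IL-1B measured by AlphaLISA bead assay after 16 h compound exposure of THP-1 cells; compounds (final up to 57.5 uM) added 1 h before LPS (250 ng/mL) and ATP (1.25 mM) stimulation; lower signal means less secretion.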
HT1080 IDH1KD tx – qHTS for induction of synthetic lethality in tumor cells producing 2HG: qHTS for the HT-1080-IDH1KD cell line; HT-1080 IDH1 knockdown viability, ATP luminescence, 48 h; Potency, µM (titrated, usually from 46.1 µM), for inactives: at the highest dose activity, negative = toxicity, usual class: cytotoxic; 360,000 tested, 2% active;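 also: potency is read from the fitted curve at half-maximal effect; 0% = DMSO wells and -100% = cell-free medium wells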
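CellTiter-Glo luminescence after 48 h compound exposure at 37 degrees C of IDH1-knockdown HT-1080 cells in 5% FBS RPMI. %Activity scaled between DMSO wells and cell-free media wells, with curves fitted and assigned curve classes.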
ATXN2 expr inh – Primary qHTS for Inhibitors of ATXN expression | AID 1745845, 2022 | HEK-293 ATXN2-luciferase reporter, luminescence, 24 h | Potency, µM (top dose mostly 57 µM), for inactives: at the highest dose activity change, negative = inhibition, actives largely listed as inhibitors | 360,000 tested, 0.72% active; also: potency is read from the fitted curve at half-maximal effect; % is scaled to controls: 0 for no effect and ±100 for the full control effect; nearly all actives have a fitted effect of over 55% in size
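ATXN2-luciferase reporter cells (luciferase flanked by upstream and downstream ATXN2 gene portions) were treated 24 h at 37 °C with compounds at up to 57 uM. SteadyGlo luminescence gave expression; GF-AFC fluorescence gave viability.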
KB-V1 cytotox – qHTS assay for MDR1-selective chemotherapeutics: Primary screen using the drug-selected MDR subline cells KB-V1; KB-V1 MDR cells viability, CellTiter-Glo, 72 h; Potency, µM (highest dose often 46.1 µM), inactives show at the top dose activity change, negative = cytotoxicity, usual class: cytotoxic; 400,000 tested, 3.4% active; also: potency is read from the fitted curve at half-maximal effect; % is scaled to controls: 0 for no effect and ±100 for the full control effect; nearly all actives have a fitted effect of over 60% in size
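Drug-selected KB-V1 cells, grown in DMEM lacking phenol red with 10% FBS, receive compound titrations; after three days at 37 degrees C, surviving cell ATP is quantified by CellTiter-Glo luminescence and responses normalized and curve-fitted.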
The depositor's hits bear a star; ? = inconclusive; . = no result given; & = joins results of further samples; [ ] = another dose, or the depositor's remark. Unless noted, calls follow the shape of the dose curve; as a rule, active = well fitted curve in the direction sought with a large enough effect; inconclusive = small, poorly fitted or top-dose-only effect, or another doubt; inactive = no such curve, though single readings can be large; an effect the other way counts as inactive or inconclusive.

compound	WRN helicase inh	MCF10A rereplic	HT1080NT lethal	SW480 rerep	KB-3-1 tox	IL-1B inflam inh	HT1080 IDH1KD tx	ATXN2 expr inh	KB-V1 cytotox
CCOC(=O)c1cnc(-n2nc(C)cc2C)nc1NC(C)c1ccccc1 (centres undefined)	0%	13%	2%	-2%	?	-9	1%	?	1µM*
CC(=O)N1C(Nc2ccc(Cl)cc2)CCN1c1ccccc1 (centres undefined)	5%	7%	-13%	1%	7%	-21	?	-26%	1%
CCOc1ccc(CNC(=S)NCc2ccc(OCC)cc2)cc1	-27%[57.1 µM]	11%	-6%	3%	?	-15	-5%	-32%[11.3 µM]	?
CCOc1ccc(Br)cc1S(=O)(=O)NCCN(C)C	3%	-7%	-7%	-4%	0%	-18	-5%	-11%	-3%
Cc1nc2ccccn2c(=O)c1NC(=O)c1ccc2c(c1)OCO2	-12%	.	8%	.	3%	16	4%	.	0%
CCOC(=O)C1(C)/C(=N/Nc2ccc(Cl)cc2)C(=O)C(=O)N1c1ccccc1 (centres undefined)	-20%	2%	0%	-2%	0%	28	1%	-9%	13%
COc1ccc(C(=O)NC2CCCc3c2cnn3-c2cc(F)cc(F)c2)c(OC)c1OC (centres undefined)	-1%	?	?	1%	?	-7	?	-19%	18µM*
COCCC(=O)N1CCc2ccc(NC(=O)c3ccc(C(F)(F)F)cc3)cc2C1	-2%	17%	?	?	-21%	0	-14%	19%	-4%
CSc1ccc(CCNC(=O)CCc2nnc3ccc(N4CCOCC4)nn23)cc1	-4%	6%	2%	-8%	?	-1	-1%	1%	31%
CCOc1ccc(N(CC(=O)NC2CCCCC2)C(=O)CCC(=O)Nc2nc(C)cs2)cc1	2%	17%	-22%	-1%	?	-20	-2%	-4%	-2%
COc1cccc(NC(=O)c2c(C)cc(C)cc2CC(C)(C)C(=O)O)c1	-7%	0%	29%	-4%	-8%	-26	-4%	-6%	-2%
COc1cccc(C(=O)NCC2(c3ccc(OC)c(OC)c3)CCCC2)c1	1%	5%	0%	-10%	5%	?	2%	-7%	-2%
O=C(COC(=O)CNC(=O)c1cccc([N+](=O)[O-])c1)Nc1cccc(S(=O)(=O)N2CCCC2)c1	-8%	2%	4%	-1%	8%	5	8%	1%	0%
CC(CNC(=O)c1cncc(O)c1)NC(=O)c1cncc(O)c1 (centres undefined)	-24%	-4%	0%	-11%	-7%	-12	-1%	4%	8%
COc1ccc(/C=N/NC(=O)c2ccc(=O)n(C)c2)cc1OC	-6%[57.1 µM]	0%	11%	-4%	16%	29	20%	-18%[11.3 µM]	-4%
Cc1ccc(C)c(NC(=S)NNC(=O)c2csc3c2CCCC3)c1	-7%	?	-26%	3%	-1%	-17	?	-17%	?
O=C(CN1CCN(c2ccc(O)cc2)CC1)Nc1ccc2c(c1)OCCCO2	-5%[11.6 µM]	-3%	-3%	-9%	?	-5	-18%	.	13%
CC(=O)c1ccc(NC(=S)Nc2ccc(Br)c(Cl)c2)cc1	-9%	3%	-18%	-2%	11%	?	-28%	-3%[11.3 µM]	15%
O=C(O)[C@H](Cc1ccccc1)NC(=O)N1CCN(c2ccc(F)cc2)CC1	1%	16%	-3%	-30%[inhibitor]	0%	-2	2%	.	0%
CCc1c(C)[nH]c2c(C)cccc2c1=O	-3%	7%	14%	-1%	2%	-2	13%	3%	-1%

Three entries already listed, arranged by molar mass, low to high:
compound	WRN helicase inh	MCF10A rereplic	HT1080NT lethal	SW480 rerep	KB-3-1 tox	IL-1B inflam inh	HT1080 IDH1KD tx	ATXN2 expr inh	KB-V1 cytotox
COc1ccc(/C=N/NC(=O)c2ccc(=O)n(C)c2)cc1OC	-6%[57.1 µM]	0%	11%	-4%	16%	29	20%	-18%[11.3 µM]	-4%
COc1cccc(C(=O)NCC2(c3ccc(OC)c(OC)c3)CCCC2)c1	1%	5%	0%	-10%	5%	?	2%	-7%	-2%
O=C(CN1CCN(c2ccc(O)cc2)CC1)Nc1ccc2c(c1)OCCCO2	-5%[11.6 µM]	-3%	-3%	-9%	?	-5	-18%	.	13%

Remaining list, next part.
compound	WRN helicase inh	MCF10A rereplic	HT1080NT lethal	SW480 rerep	KB-3-1 tox	IL-1B inflam inh	HT1080 IDH1KD tx	ATXN2 expr inh	KB-V1 cytotox
Cc1nn2c(CN(C(=O)c3ccco3)c3ccccc3)nnc2c2ccccc12	-13%	-4%	0%	?	-26%	19	-2%	9%	?
CCN1CCN(CCCNC(=O)c2cc3c(=O)[nH]c4ccccc4c3s2)CC1	25%	1%	-21%	4%	3%	?	?	-27%	2%
COCCN(Cc1cc2cc(C)ccc2n2nnnc12)C(=S)Nc1ccc(OC)cc1	0%	21%	4%	3%	-2%	9	-3%	13%	-29%
Cc1sc2ncn(CC(=O)NCC(=O)N3CCN(c4ccc(F)cc4)CC3)c(=O)c2c1C	-2%	12%	3%	3%	-8%	10	-10%	-27%	?
CCn1c(C)nc2cc(C(=O)NNC(=O)c3ccc(Cl)nc3)ccc21	6%[57.1 µM]	-4%	4%	0%	0%	20	21%	-11%	-2%
COCCN1C(=O)N(c2ccccc2)C(=O)C1CC(=O)Nc1cc(OC)cc(OC)c1 (centres undefined)	-9%	-1%	-6%	-4%	8%	-1	5%	10%	8%
Cc1cccc(NC(=O)COC(=O)CCc2ccc(S(=O)(=O)N3CCOCC3)cc2)c1C	-4%	-6%	9%	-10%	-5%	0	5%	19%	9%
CC1CCc2nc(NC(=O)c3ccco3)sc2C1 (centres undefined)	-6%	2%	-14%	-4%	-27%	-25	-15%	11µM*	?
CC(=O)c1c(C)[nH]c(C(=O)OCC(=O)Nc2sc3c(c2C#N)CCCC3)c1C	-19%	13%	4%	0%	?	0	-1%	?	-6%
Cc1ccc(S(=O)(=O)N2CCN(S(=O)(=O)N3CCOCC3)CC2)c(C)c1	-1%	2%	-10%	15%	-13%	14	-9%	3%	?
Cc1cc(OCC(=O)Nc2cnn(CCCC(=O)O)c2)ccc1Cl	5%	2%	2%	2%	8%&-2%	16	9%	6%&4%	?
CCOc1ccc(N2C(=O)CC(S/C(N)=N/N=C/c3cccs3)C2=O)cc1 (centres undefined)	-7%	0%	1%	-5%	5%	0	-2%	-9%	-12%
CCOC(=O)N=Nc1c(O)n(Cc2ccccc2)c2ccccc12	-4%	1%	7%	-8%	2%	-2	0%	.	13%
CC12CCC(=O)N1C(C(=O)Nc1ccc(F)c(Cl)c1)CS2 (centres undefined)	-34%	?	-5%	-13%	-1%	-13	-10%	-8%	15%
Cn1c(SCC(=O)Nc2cccc(C(=O)O)c2)nnc1-c1cc2cc(Br)ccc2o1	-7%[11.6 µM]	-3%	1%	-1%	2%	13	7%	5%	6%
CC(=O)c1sc(Nc2cccc(C)c2)nc1C	-4%	16%	-10%	-2%	-9%	17	-9%	27%	?
CCn1cc(C(=O)NCc2ccco2)c(=O)c2cc(S(=O)(=O)N3CCCC3)ccc21	4%	-2%	2%	-7%	-2%	-20	-19%	-10%	0%
CCCSC1=C(C#N)C(c2ccc(Cl)cc2Cl)CC(=O)N1 (centres undefined)	-2%	5%	-21%	2%	0%	34	-24%	-15%	7%
COc1ccc(-c2cc(C(=O)N/N=C(\C)c3cccnc3)c3ccccc3n2)cc1	-33%	3%	-22%	1%	-5%	-1	-26%	42%[activator]	-16%
O=C(Nc1ccc(F)c(F)c1)c1cnc(-c2ccccc2)nc1-c1ccccc1	-3%	13µM*	?	2%	-3%	2	?	?	-7%
COc1ccc(CC(=O)NC(c2ccccc2)c2ccccc2)cc1S(=O)(=O)N1CCOCC1	0%	-2%	-10%	11%	-5%	-1	0%	6%	-13%
C[C@H](CO)N1C[C@H](C)[C@@H](CN(C)Cc2ccc(Cl)c(Cl)c2)Oc2c(NC(=O)C3CC3)cccc2C1=O	0%	29%	-30%	-2%	?	-84*	-4%	?	-5%
Cc1ccc(OCC(=O)Nc2ccc(N3CCN(C(=O)c4ccco4)CC3)cc2)cc1	-8%	26%	-18%	-4%	0%	-59*	-15%	-25%	?
O=C(N1CCN(c2ncccn2)CC1)C12CC3CC(CC(C3)C1)C2	2%	9%	?	-3%	14%	18	16%	-15%	-2%
O=C(CSc1nc2ccccc2[nH]1)c1ccccc1F	-31%	2%	7%	4%	0%	-2	7%	42%[activator]	-27%
CCOCCCNCc1cc(Br)ccc1OCC	7%	9%	-2%	-26%	4%	-23	-3%	-15%	-4%
COC(=O)CCN1CCC2CC1c1cc(Cl)ccc12 (centres undefined)	-5%	?	2%	-42%[inhibitor]	0%	-19	7%	1%	0%
CN1CCN(Cc2nc3ccccc3c(=O)n2Cc2nc(-c3ccccc3F)cs2)CC1	-9%	7%	-13%	24%	5%	?	-24%	-16%	?
C=CCNC(=S)NNC(=O)COc1c(Cl)cc(Cl)cc1Cl	-3%[57.1 µM]	-3%	0%	-3%	-8%	19	2%	-7%	-8%
COC(=O)c1cnc(SCc2ccc(Cl)cc2)n1C	-5%	-10%	-2%	1%	-1%	-3	-1%	12%	-24%
CC(C)NC(=O)C1COc2ccccc2O1 (centres undefined)	6%	1%	13%	-5%	1%	1	7%	.	19%
CCCCCc1nnc(N)s1	-6%	1%	12%	-4%	4%	-10	-1%	4%	-2%

Compound activity as filed in PubChem.
